# Pf growth 96h: Primary qHTS for delayed death inhibitors of the malarial parasite plastid, 96 hour incubation. Potency, µM (top dose mostly 28.7 µM), without a hit: at the highest dose activity change, negative = inhibition, most hits filed as inhibitors. P. falciparum luciferase reporter growth, 96 h. 6.9% of 320,000 active; further: potency means the concentration at half of the fitted maximal effect; on the % scale 0 is the no-effect control and ±100 the full control effect
#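 Delayed-death screen, second-generation endpoint: infected erythrocytes, 2% hematocrit, 0.05% parasitemia final; 96 hours at 37 C, 5% CO2; luciferase detection reagent; luminescence decrease equals reduced growth.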
# AmpC no deterg: qHTS Inhibitors of AmpC Beta-Lactamase (assay without detergent). AmpC nitrocefin hydrolysis, absorbance 480 nm, 0.0001% Triton. Potency, µM (titrated, usually from 57.1 µM), inactives show at the top dose activity change, negative = inhibition, usual class: inhibitors. 0.52% of 330,000 active. AID 485341, 2010;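 further: potency means the concentration at half of the fitted maximal effect; plate controls were no compound for no effect and no enzyme for full effect; nearly all actives have a fitted effect of over 20% in size; some results filed as inactive show a strong effect at the top dose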
# Target sequence (P00811 whole entry, looked up): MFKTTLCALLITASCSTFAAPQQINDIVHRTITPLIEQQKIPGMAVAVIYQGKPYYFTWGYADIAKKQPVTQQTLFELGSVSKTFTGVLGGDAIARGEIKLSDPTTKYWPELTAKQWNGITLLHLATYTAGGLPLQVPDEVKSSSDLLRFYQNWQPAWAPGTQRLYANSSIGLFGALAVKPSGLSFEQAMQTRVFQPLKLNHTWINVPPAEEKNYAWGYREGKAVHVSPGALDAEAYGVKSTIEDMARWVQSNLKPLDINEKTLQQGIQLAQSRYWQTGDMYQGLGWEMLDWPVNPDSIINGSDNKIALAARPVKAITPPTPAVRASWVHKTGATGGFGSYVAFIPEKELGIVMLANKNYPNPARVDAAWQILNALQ
#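 20 mM phosphate pH 7.0 + 0.01% (detergent screen) or 0.0001% Triton X-100; 5.3 nM AmpC reagent; cpd preinc 15 min RT; nitrocefin (800 uM stock) to start; A480 q20 s × 4 min; Activity was normalised to no-enzyme and no-compound control wells.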
# Pf growth 48h: Primary qHTS for delayed death inhibitors of the malarial parasite plastid, 48 hour incubation. P. falciparum luciferase growth in erythrocytes, 48 h. Potency, µM (highest dose often 28.7 µM), without a hit: top-dose activity change, negative = inhibition, most hits filed as inhibitors. 5.9% of 310,000 active; further: potency means the concentration at half of the fitted maximal effect; on the % scale 0 is the no-effect control and ±100 the full control effect
#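 A one-generation exposure of luciferase-tagged malaria parasites in RPMI 1640/Albumax erythrocyte culture, 37 C and 5% CO2. Inhibition is inferred from decreased luminescence after adding detection reagent.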
# Shiga inhibitor: A qHTS for Small Molecule Inhibitors of Shiga Toxin; Vero cells, Shiga toxin protein synthesis inhibition reporter; 9.2% of 290,000 active; inhibition, % at 38.7 µM; in the data active means inhibition mostly above about 28%, no sharp cut-off; inactive means mostly below about 43%; further: 0% is about no effect
# TbPYK inhibitor: qHTS of Trypanosoma Brucei Inhibitors; pyruvate kinase (Trypanosoma brucei), Q57TT1; TbPYK enzyme, Kinase-Glo Plus ATP luminescence, 45 min; Potency, µM (top dose mostly 76.8 µM), for inactives: at the top dose activity, negative = inhibition, most hits filed as inhibitors; 0.12% of 410,000 active; further: potency means the concentration at half of the fitted maximal effect; on the % scale 0 is the no-effect control and ±100 the full control effect; nearly all actives have a fitted effect of over 50% in size
#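 TbPYK + substrate in 50 mM TEA pH 7.2, 100 mM KCl, 10 mM MgCl2, 0.05% BSA, 0.01% Tween-20; cpd pinned; ADP 130 uM final; 45 min RT; Kinase-Glo Plus 10 min; luminescence endpoint.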
# CHX counter: Cycloheximide Counterscreen for Small Molecule Inhibitors of Shiga Toxin; cell reporter, cycloheximide protein synthesis inhibition counterscreen; max response, %; 12% of 300,000 active; in the data active means max response mostly above about 13%, no sharp cut-off; inactive means mostly below about 14%; further: read at 38.3 µM for the half of the compounds with a filed dose; 0% is about no effect
# LmPK inh: qHTS Assay for Inhibitors of Leishmania Mexicana Pyruvate Kinase (LmPK). AID 1721, 2009. 0.37% of 290,000 active. purified LmPK, Kinase-Glo ATP luminescence, 1 h. Potency, µM (doses to about 57.5 µM), inactives show at the top dose activity change, negative = inhibition, actives largely listed as inhibitors. Q27686; further: potency means the concentration at half of the fitted maximal effect; on the % scale 0 is the no-effect control and ±100 the full control effect
# Target sequence (Q27686 whole entry, looked up): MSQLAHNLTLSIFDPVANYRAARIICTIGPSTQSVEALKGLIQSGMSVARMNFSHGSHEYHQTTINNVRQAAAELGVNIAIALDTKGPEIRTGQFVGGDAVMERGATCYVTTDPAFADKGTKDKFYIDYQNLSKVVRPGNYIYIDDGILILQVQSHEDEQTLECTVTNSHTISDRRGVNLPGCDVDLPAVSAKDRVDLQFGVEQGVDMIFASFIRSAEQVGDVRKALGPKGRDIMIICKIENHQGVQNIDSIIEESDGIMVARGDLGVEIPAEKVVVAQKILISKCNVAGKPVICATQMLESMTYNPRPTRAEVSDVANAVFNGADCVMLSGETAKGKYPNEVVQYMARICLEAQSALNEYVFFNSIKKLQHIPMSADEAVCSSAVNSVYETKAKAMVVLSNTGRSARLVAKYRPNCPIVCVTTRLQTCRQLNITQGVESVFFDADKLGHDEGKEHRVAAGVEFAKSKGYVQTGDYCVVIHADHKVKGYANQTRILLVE
#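 In 50 mM imidazole pH 7.2 with 7 mM MgCl2, LmPK (0.1 nM) turned over PEP (0.5 mM) and ADP (0.1 mM) for 1 h at room temperature. Luciferase read-out of ATP.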
# * = called active by the depositor; ? = inconclusive; . = not tested or not shown; [ ] = another dose, or the depositor's remark. Unless noted, the call rests on the fitted dose curve; in most records, active means well fitted curve in the direction sought with a large enough effect; inconclusive means small, poorly fitted or top-dose-only effect, or another doubt; inactive means no such curve, though single readings can be large; an effect the other way counts as inactive or inconclusive.
SMILES,Pf growth 96h,AmpC no deterg,Pf growth 48h,Shiga inhibitor,TbPYK inhibitor,CHX counter,LmPK inh
FC(F)(F)c1cccc(NC(=S)Nc2cccc(NC(=S)Nc3cccc(C(F)(F)F)c3)n2)c1,?,7.9µM*,12µM*,44*,-3%,24*,7%
O=C(NCCNC(=O)c1ccco1)c1ccco1,?,-1%,26%,-15,-1%,-1,-4%
COc1ccc(C)cc1S(=O)(=O)NCC(c1ccco1)N1CCc2ccccc2C1 (stereo not drawn),?,-21%,?,.,-7%,.,.
Oc1ccccc1CNc1nc2ccccc2n1CCN1CCCCC1,-21%,13%,2.9µM*,13,-2%,8,1%
Cc1cc(CNC(=O)C2CCC(=O)N(CCc3cccc(F)c3)C2)nn1C (stereo not drawn),?,-4%,5%,-7,-10%,9,-8%
Cc1ccc(S(=O)(=O)N2CCN(S(=O)(=O)N(C)C)CC2)cc1,14%,-11%,8%,-12,-3%,-2,0%
N#Cc1nc(-c2ccco2)oc1NCc1ccco1,?,-16%,-3%,15,3%,7,2%
COC(=O)CCCC1=CC2=CC(=O)C(C)(OC(=O)c3cccs3)C(=O)C2=CN1CC(C)C (stereo not drawn),?,41%,?,-8,0%,-5,-4%[11.5 µM]
O=C(c1cn(CC2CCCCC2)nn1)N1CCN(c2ccc(F)cc2)CC1,15%,70%[activator],4%,49*,-6%,30*,2%
O=C1CC(N2CCSCC2)C(=O)N1c1ccc(Br)cc1 (stereo not drawn),35%[activator],-10%,3%,17,-5%,-2,6%
Cn1c(CCN2CCCCC2)nc2cc(NC(=O)NC3CCCCC3)ccc21,-19%,-22%,-7%,-6,-10%,-3,-2%
Cc1cc(C)nc(N2Cc3ccccc3C2=N)n1,?,-28%,15µM*,35,-3%,19,0%
CCN(C(=O)CN1CCCc2ccccc21)c1c(N)n(Cc2ccccc2)c(=O)[nH]c1=O,.,-23%,3%,2,.,-1,5%
COc1ccc(OC)c(S(=O)(=O)Nc2ccc(OCC(=O)O)cc2)c1,?,-8%,.,-7,-3%,-10,23%
CCOC(=O)C(CCCCC(NC(C)=O)(C(=O)OCC)C(=O)OCC)(NC(C)=O)C(=O)OCC,31%[activator],2%,9%,11,1%,8,3%
CCCSP1(=S)NCCCO1 (stereo not drawn),3%,11%,7%,-13,0%,8,-1%
Cc1nc(COc2cccc(Cl)c2)sc1C(=O)/C=C/N(C)C,26%,23%,36%[activator],49,0%,41*,-1%
Cn1cc(/C=N/NC(N)=S)c2ccccc21,?,-44%,2%,15,-9%,14,-11%
Cc1ccc(SCCC(=O)OCC(=O)NCC2CCCCC2)cc1,-30%,70%[activator],?,-1,0%,9,11%
CC(C)(C)C(=O)Nc1ccc(NC(=O)C(C)(C)C)cc1,61%[activator],1%,4%,17,3%,4,-2%
Cc1ccc(-n2ncc3c2CCCC3NC(=O)c2ccoc2)cc1C (stereo not drawn),?,-20%,?,-3,3%,-3,-8%
C=CCn1cc(Cl)c(=O)n(CC=C)c1=O,78%[activator],-3%,23%,-6,-2%,-2,-2%
Cc1ccc(S(=O)(=O)NCc2ccccc2)cc1C(=O)N(C)Cc1ccc(F)cc1,20%,2%,-1%,-7,8%,-2,-9%
Cc1cc(/C=C2\C(=O)NC(=O)N(c3cccc(Br)c3)C2=O)c(C)n1C,-4%,-36%,-8%,13,0%,1,-1%
Cc1cccc(N2CCN(S(=O)(=O)c3cc4c(cc3Cl)NC(=O)CO4)CC2)c1C,?,-34%,?,-3,-2%,-2,-8%

# Quoted from the listing:
# Value of Cc1cccc(N2CCN(S(=O)(=O)c3cc4c(cc3Cl)NC(=O)CO4)CC2)c1C in CHX counter: -2
# Value of O=C(NCCNC(=O)c1ccco1)c1ccco1 in AmpC no deterg: -1%
# Value of COc1ccc(C)cc1S(=O)(=O)NCC(c1ccco1)N1CCc2ccccc2C1 (stereo not drawn) in AmpC no deterg: -21%

# The list goes on:
SMILES,Pf growth 96h,AmpC no deterg,Pf growth 48h,Shiga inhibitor,TbPYK inhibitor,CHX counter,LmPK inh
O=C1CCCc2c1[nH]c1c(Br)cccc21,50%[activator],-8%,0%,20,-4%,-1,-1%
N=c1c(C(=O)NCc2ccccc2)cc2c(=O)n3ccccc3nc2n1CCCN1CCOCC1,-14%,2%,5.9µM*,-3,3%,-5,-4%
Cn1cc(NC(=O)OCc2ccc(Cl)cc2)c(C(F)(F)F)n1,?,14%,?,-16,-2%,7,2%
CC(C)c1ccccc1NC(=O)CNC(C)c1ccc(F)cc1 (stereo not drawn),3%,37%,-27%,2,-2%,2,-3%
CCCc1cc(=O)[nH]c(SCC(=O)N2CCN(S(=O)(=O)c3ccc(Cl)cc3)CC2)n1,0%,-39%,?,10,7%,-3,0%
Cc1nnsc1Sc1cccc(C(F)(F)F)c1,7%,-24%,21%,-10,-4%,2,-8%
N#Cc1c(/N=C/c2cccs2)sc2c1CCC2,.,-18%,87%[activator],12,-2%,6,8%
C#CCNc1ccc([N+](=O)[O-])cc1,-5%,-12%,38%[activator],22,-4%,16*,-5%
COc1ccccc1N(C(C)=O)c1nc(C)cc(C)c1C#N,9.3µM*,-9%,-19%,2,-21%,-3,-12%
Cc1ccc(C(=O)NC(C)c2ccc(S(N)(=O)=O)cc2)s1 (stereo not drawn),1%,-19%,-9%,4,4%,-6,0%
Cc1ccccc1OCc1n[nH]c(=S)n1Cc1ccccc1,?,-16%,1%,-10,?,-5,-21%
CN1CC(c2ccc(C#N)cc2)C2(COc3ccccc3C2=O)C12C(=O)Nc1ccccc12 (stereo not drawn),?,-15%,?,-5,4%,-2,-5%
COc1cc2c(cc1OC)/C(=C/C(=O)c1ccc(F)cc1)NCC2,12µM*,9%,?,-10,-7%,1,6%
CC(C)Cn1cnc2c(c(-c3ccccc3)c(-c3ccccc3)n2Cc2ccco2)c1=N,2.1µM*,83%[activator],.,-6,5%,-4,-1%
C=CCNS(=O)(=O)c1ccc(OCC(=O)OCC)cc1,2.3µM*,3%,2%,-11,0%,-3,-1%
CCn1c(SCc2ccccc2Cl)nc2ccccc21,121%[activator],42%[activator],33%[activator],26,-8%,35*,-3%
CSCCC(NC(=O)c1ccccc1)C(=O)N1CCN(C(C)=O)CC1 (stereo not drawn),?,-10%,?,.,-4%,.,.
O=C(O)c1cc(NC(=O)c2ccc([N+](=O)[O-])cc2)cc(NC(=O)c2ccc([N+](=O)[O-])cc2)c1,64%[activator],-25%,.,5,6%,-4,5%
Cc1nc(SCC(=O)NCC2COc3ccccc3O2)c2c(C)c(C)sc2n1 (stereo not drawn),30%[activator],-15%,5%,.,-3%,.,.
COC(=O)CSC1=C(C#N)C(c2ccccc2)CC(=O)N1 (stereo not drawn),9.3µM*,-1%,16%,-15,2%,-4,1%
Cn1c(C(=O)O)c(CC(=O)N2CCN(Cc3ccccc3)CC2)c2ccccc21,105%[activator],-2%,9%,-15,-11%,-4,8%
COc1ccc(/C=N/NC(=O)CCn2nc(C)cc2C)cc1O,-23%,0%,-25%,-10,-4%,10,-1%
CCC1(c2ccccc2)NC(=O)N(CC(=O)Nc2ccc(S(N)(=O)=O)cc2)C1=O (stereo not drawn),-2%,-30%,12%,26,2%,-5,1%
CC(C)C(=O)Nc1ccc2oc(-c3cc(F)c(F)cc3Cl)nc2c1,?,-11%,?,23,4%,2,-6%
CCOC(=O)C1CCN(C(=O)CCNS(=O)(=O)c2cc(Br)cnc2N)CC1,2%,23%,?,11,0%,1,11%

# Entries listed so far that contain a COOH group (three):
SMILES,Pf growth 96h,AmpC no deterg,Pf growth 48h,Shiga inhibitor,TbPYK inhibitor,CHX counter,LmPK inh
COc1ccc(OC)c(S(=O)(=O)Nc2ccc(OCC(=O)O)cc2)c1,?,-8%,.,-7,-3%,-10,23%
O=C(O)c1cc(NC(=O)c2ccc([N+](=O)[O-])cc2)cc(NC(=O)c2ccc([N+](=O)[O-])cc2)c1,64%[activator],-25%,.,5,6%,-4,5%
Cn1c(C(=O)O)c(CC(=O)N2CCN(Cc3ccccc3)CC2)c2ccccc21,105%[activator],-2%,9%,-15,-11%,-4,8%

# Other entries follow:
SMILES,Pf growth 96h,AmpC no deterg,Pf growth 48h,Shiga inhibitor,TbPYK inhibitor,CHX counter,LmPK inh
Cn1c(-c2ccc[nH]c2=O)nc2cc(Cl)ccc21,27%,-11%,?,18,4%,3,-3%
COc1cc(NC(=O)COC(=O)CNS(=O)(=O)c2ccc(F)c(F)c2F)cc(OC)c1,5%,-13%,2%,6,-20%,2,0%
CCN(Cc1cc2cc(C)ccc2[nH]c1=O)S(=O)(=O)c1ccccc1,?,-18%,.,-8,2%,0,4%
CCOC(=O)C(=O)Nc1sc(C(=O)N(CC)CC)c(C)c1C#N,0%,-12%,2%,-9,-2%,0,-2%
O=C1NC(c2ccc3c(c2)OCO3)Nc2ccccc21 (stereo not drawn),?,-19%,38%[activator],-12,-1%,-2,-1%
O=C(NCCCNC(=O)c1cnccn1)c1ccc(Cl)c(Cl)c1,3%,-21%,-6%,-1,7%,9,-2%
O=C(CN1CCN(c2ncccn2)CC1)N1CCc2ccccc21,-15%,-6%,20%,-4,6%,-4,-2%
COCC(C)N1CCC(n2nccc2NC(=O)CCCc2ccccc2)CC1 (stereo not drawn),?,8%,-4%,6,-2%,7,-4%
C/C(=N\NC(=O)C1CC1)c1cccnc1,21%,-21%,22%,11,1%,1,0%
COc1ccc(CCc2nc(-c3cccs3)no2)cc1,?,-24%,66%[activator],120*,-1%,67*,-9%
COc1ccc(S(=O)(=O)N2CCCCCC2)cc1NC(=O)CCCOc1ccccc1,?,-49%,9.3µM*,.,1%,.,.
O=C(Nc1ccc([N+](=O)[O-])cc1)c1cccc(S(=O)(=O)Nc2ccccn2)c1,7%,-7%,16%,2,-2%,0,-3%
S=C1c2ccccc2CN1c1ccccc1,80%[activator],-17%,78%[activator],75*,-6%,60*,0%
CC[n+]1c(C)sc2c(C)cc(C)cc21,?,31%,3%,11,-17%,4,-2%
NC(=O)CC(NC(=O)c1cccc(Br)c1)c1ccc(NC2CCC2)c([N+](=O)[O-])c1 (stereo not drawn),-20%,-28%,29%,-2,-6%,-1,4%
O=C(CCC1N=C2c3ccccc3N=C(SCC(=O)NCC3CCCO3)N2C1=O)NCc1ccc(F)cc1 (stereo not drawn),?,19%,-11%,-3,7%,-6,0%
Cn1nnnc1SCC(=O)Nc1ccc(Cl)cn1,?,-21%,8%,-12,5%,-2,3%
Cc1cc2oc(=O)cc(CN3CCCCC3C)c2cc1C (stereo not drawn),9.3µM*,-20%,10µM*,1,-10%,-1,-4%
Cc1noc(C)c1C(=O)Nc1nc(C23CC4CC(CC(C4)C2)C3)cs1,1%,-23%,12µM*,45,2%,14,-10%
Cc1ccc2[nH]cc(CCNC(=O)c3cccnc3)c2c1,.,-4%,24%,-26,-8%,-3,2%
CCOC(=O)c1c(C)n(CCO)c2ccc(O)cc12,.,.,-2%,5,6%,1,-8%
CC1(C(=O)NC2CCCCCC2)CCC(=O)N1Cc1ccc2c(c1)OCO2 (stereo not drawn),?,6%,31%[activator],-3,-8%,2,1%

# Screens: PubChem, National Center for Advancing Translational Sciences (NCATS)
